CaV13 ICDI inh: Primary screen for inhibitors of IQ motif and Ca2+-dependent inactivation inhibitor domain binding in CACNA1D, Förster resonance energy transfer in living cells, …. HEK cells, CFP/YFP FRET ICDI-IQ, plate reader, 10 min; percent FRET-ratio fall versus neutral wells. inhibition, % at 12.3 µM. hit rate 0.098% among 340,000. AID 743397;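 active means mean replicate inhibition of at least 30% and at least 1% of replicates passing that level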;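 further: 0% = median of the neutral control wells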
Granule exo inh: lytic granule exocytosis inhibition | hit rate 0.66% among 360,000 | inhibition, % at 10 µM | TALL-104 LAMP-1 surface exposure, flow cytometry; cells stimulated with thapsigargin and PMA | AID 651702;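 active means inhibition above about 55%, limit read from the data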
H9c2 protect: protects H9c2 cardiomyocytes from peroxide injury; hit rate 0.63% among 360,000; protection from H2O2 cell death, % at 20 µM; H2O2 injury protection, ATPLite, 2 h; AID 588492;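 active means compounds giving at least 50% protection of heart cells from peroxide-induced death in the single-dose screen, raw or plate-pattern-corrected value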;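 further: 0% = DMSO wells with peroxide and 100% = DMSO wells without peroxide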
PDI inh: PDI (human) enzyme inhibition; hit rate 0.052% among 350,000; inhibition, % at 10 µM; PDI insulin aggregation turbidity, A650, 90 min;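 active means mean inhibition across replicates of 30% or more, whatever share of single replicates reach that level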;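 further: absorbance from insulin aggregation driven by PDI reduction with DTT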
N-glyco inh: blocks N-linked glycosylation in D54 reporter cells | hit rate 0.23% among 360,000 | reporter increase, % at 12.5 µM | D54 ERlucT glycosylation luciferase reporter, 24 h; percent of 100 nM tunicamycin response;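 active means mean luciferase reporter signal, scaled so untreated is 0 and the glycosylation-blocking control 100, at or above a set limit in every replicate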;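 further: luciferase carries N-glycosylation sites so blocking glycosylation raises the light; 0% = median of neutral control wells and 100% = median of 100 nM tunicamycin wells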
Vif inh: blocks HIV Vif function. inhibition, % at 7.49 µM. hit rate 0.35% among 340,000. HEK293T cells, Vif self-association by quenched fluorescence, imaging, 24 h; in the data active means inhibition above about 50%, passing the limit was not always enough; further: some results filed as inactive read as strong as hits
ABCB6 inh MLPCN: inhibitors of human ABC transporter ABCB6. Q9NP58. K562-ABCB6 porphyrin accumulation, flow cytometry, 1 h; active compounds read low. fluorescence ratio to DMSO, % at 10 µM. hit rate 0.19% among 360,000. AID 602162;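 active means fluorescence ratio to DMSO below 75%, the collection mean minus 3 SD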;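 further: signal is porphyrin accumulated inside mitochondria; 100% equals median channel fluorescence of DMSO control wells; lower ratio means ABCB6 inhibition with less porphyrin fluorescence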
Target sequence (Q9NP58 whole entry, looked up): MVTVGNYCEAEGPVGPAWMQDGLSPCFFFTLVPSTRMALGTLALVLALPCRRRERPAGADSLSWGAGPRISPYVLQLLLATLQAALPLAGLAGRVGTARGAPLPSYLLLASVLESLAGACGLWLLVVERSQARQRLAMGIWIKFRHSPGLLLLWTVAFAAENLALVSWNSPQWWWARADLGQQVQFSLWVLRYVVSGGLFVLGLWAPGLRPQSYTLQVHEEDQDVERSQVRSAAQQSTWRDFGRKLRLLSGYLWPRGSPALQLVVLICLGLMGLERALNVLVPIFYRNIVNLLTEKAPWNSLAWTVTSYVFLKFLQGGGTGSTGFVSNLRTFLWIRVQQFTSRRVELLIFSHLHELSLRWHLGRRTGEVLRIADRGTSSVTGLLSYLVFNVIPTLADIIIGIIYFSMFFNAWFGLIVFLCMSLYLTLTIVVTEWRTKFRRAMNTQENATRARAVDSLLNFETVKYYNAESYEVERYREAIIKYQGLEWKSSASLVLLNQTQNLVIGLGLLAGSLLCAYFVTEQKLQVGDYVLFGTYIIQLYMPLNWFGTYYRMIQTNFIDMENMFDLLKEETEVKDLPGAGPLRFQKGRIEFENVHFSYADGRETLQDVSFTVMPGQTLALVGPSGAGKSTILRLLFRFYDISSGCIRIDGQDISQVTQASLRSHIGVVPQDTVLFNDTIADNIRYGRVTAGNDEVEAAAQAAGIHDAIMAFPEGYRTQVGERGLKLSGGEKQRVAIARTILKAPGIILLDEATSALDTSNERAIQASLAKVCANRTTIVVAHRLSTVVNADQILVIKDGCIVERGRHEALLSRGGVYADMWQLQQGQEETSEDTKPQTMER
m5-HT2A agonist: agonists of mouse serotonin 5-HT2A receptor (HTR2A); P35363; CHO-K1 mHTR2A beta-arrestin complementation, luminescence; percent of 30 µM serotonin response; activation, % at 7.6 µM; hit rate 0.66% among 360,000;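 active means activation above a run cutoff, the mean activation of all tested compounds plus 3 SD, cut at about 14% in these data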;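 further: 0% = plate median of compound wells and 100% = 30 µM serotonin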
iPSC survival up: enhancers of human iPSC single-cell survival. survival enhancement, % at 20 µM. hiPSC single-cell survival, ATPlite luminescence; 100% = ROCK inhibitor wells, 0% = DMSO. hit rate 0.044% among 360,000. AID 602274; in the data active means survival enhancement above about 18%;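 further: cells exposed to compounds for 16 hours before the ATP read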
aDG glyco up: alpha-DG glycosylation activation. hit rate 0.22% among 360,000. Pro5-aDG cells, alpha-DG glycosylation AlphaScreen (IIH6); 0% Pro5, 100% B10-LARGE cell signal. activation, % at 10 µM;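 active means activation of at least 8% versus controls, or a plate z-score of at least 8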;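 further: Pro5 are CHO cells carrying HIG-tagged alpha-DG that lacks glycosylation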
Active calls of the source: *; . = no result given.

SMILES | CaV13 ICDI inh | Granule exo inh | H9c2 protect | PDI inh | N-glyco inh | Vif inh | ABCB6 inh MLPCN | m5-HT2A agonist | iPSC survival up | aDG glyco up
Cc1ccc(C(C(=O)NC2CCCC2)N(Cc2ccc3c(c2)OCO3)C(=O)Cc2cccs2)cc1 (centres undefined) | . | 30 | 20 | 12 | -4 | . | 113 | -1 | 2.9 | 0.3
CCOC(=O)c1c(/N=C/N(C)C)sc(/C=N/Nc2ccccc2)c1-c1ccc(Cl)cc1 | -4 | 9 | 5 | -3 | 2 | 3 | 104 | -1 | 1.4 | -0.2
C=CCOc1ccc(CNn2nnnc2N)cc1 | . | 1 | 4 | 0 | 1 | 4 | 101 | 6 | 3.7 | 0.2
COc1ccc(C(C)C)cc1S(=O)(=O)N1CCC(C(=O)NCC2CCCO2)CC1 (centres undefined) | . | 1 | 0 | 7 | 0 | -11 | 106 | -3 | 0.1 | 0.1
CCN1C(=O)CSc2ccc(C(=O)OC)cc21 | -3 | -3 | 13 | . | 5 | -1 | 97 | -5 | 5.0 | 0.2
COc1ccc(CN2CCCC(CNC(=O)c3ccc(F)cc3)C2)c(C)c1C (centres undefined) | -6 | -1 | 0 | 9 | -2 | . | 100 | 1 | 0.8 | 0.3
Cc1ccc(F)c(NC(=O)/C(C#N)=C(\O)c2ccc(C(C)(C)C)cc2)c1 | -4 | 6 | -1 | -41 | 2 | . | 101 | 0 | 1.2 | -0.4
COc1ccc(CCNC(=O)C2CC(c3ccc([N+](=O)[O-])cc3)=NO2)cc1 (centres undefined) | -11 | -2 | 2 | -5 | 1 | -4 | 94 | -2 | 3.7 | -0.1
COc1cc(CNS(=O)(=O)c2ccc3c(c2)CC(C)N3C(C)=O)cc(OC)c1OC (centres undefined) | -7 | 4 | -7 | -3 | 1 | -3 | 96 | -1 | -0.4 | 0.1
Cc1cnc(C(=O)OC(C)C(=O)Nc2ccc3c(c2)OCCO3)cn1 (centres undefined) | -10 | 0 | -3 | 7 | 2 | -2 | 95 | 0 | -0.3 | -0.6
CCOC(=O)C(C#N)C(c1cccnc1)c1c(C)[nH][nH]c1=O (centres undefined) | -5 | -1 | 9 | 1 | 0 | 2 | 102 | -1 | 0.6 | 0.0
Cn1c(=O)c2c(ncn2CC(=O)N(Cc2ccccc2)c2ccccn2)n(C)c1=O | -5 | 0 | -4 | 6 | 1 | -5 | 71* | 4 | -1.1 | -0.2
O=C(Nc1cc([N+](=O)[O-])ccc1O)c1cccc([N+](=O)[O-])c1 | -3 | -4 | -6 | 8 | 3 | -15 | 92 | 5 | -0.3 | 0.0
COc1ccc(N(CC(=O)NCCc2ccccc2)C(=O)CCC(=O)Nc2nccs2)c(OC)c1 | -4 | 10 | 4 | 1 | 0 | 2 | 88 | -3 | 2.2 | -0.1
CCn1cc(C(=O)NCCCN2CC(C)CC(C)C2)c(=O)c2cc(S(=O)(=O)N(C)C3CCCCC3)ccc21 (centres undefined) | -2 | 16 | 1 | -9 | 0 | -4 | 92 | -3 | -0.7 | 0.7
Cc1ccc(S(=O)(=O)CCOC(=O)CNC(=O)OCc2ccccc2)cc1 | -6 | 4 | -1 | 2 | -2 | 21 | 102 | -4 | 5.1 | -0.3
COc1ccc(OCCNC(=O)/C=C/c2ccccc2)cc1 | 4 | 0 | -4 | 0 | -1 | 6 | 93 | 0 | 0.7 | 0.4
Cc1ccc(C(O)(c2ccccc2)c2ccccc2C(C)N(C)C)c(C)c1 (centres undefined) | -5 | 14 | -19 | 3 | -6 | -3 | 99 | 3 | -1.5 | 0.6
CC1(C)C2CCC1(CS(=O)(=O)NCc1ccc(Cl)cc1Cl)C(=O)C2 (centres undefined) | -2 | 3 | -1 | 1 | -1 | 6 | 94 | 1 | -0.3 | 0.2
CCCN(CC1CC1)C(=O)COC(=O)c1oc2ccc(OCC)cc2c1C | -6 | -1 | -8 | -5 | -2 | -2 | 83 | -1 | 0.2 | 0.3
COC(=O)C(Cc1ccc(O)cc1)NC(=O)NC12CC3CC(CC(C3)C1)C2 (centres undefined) | -4 | 8 | -6 | 2 | 2 | 6 | 101 | 0 | 0.4 | 0.0
COc1ccc(-c2cc(C(=O)NC3CCCC3)c3ccccc3n2)cc1 | -1 | -4 | 2 | -3 | 3 | -1 | 95 | -3 | 0.2 | 0.0
COc1cc(CCC(=O)OCc2ccccc2C#N)cc(OC)c1OC | -3 | 20 | 7 | 0 | 0 | 19 | 98 | 6 | 0.2 | 0.0
CCS(=O)(=O)N1CCN(C(=O)C(c2ccccc2)c2ccccc2)CC1 | -5 | -8 | 4 | -2 | 0 | -14 | 94 | 9 | -1.0 | -0.2
Cc1nc(OCc2ccccc2)c2ccccc2n1 | . | 0 | 51* | 3 | -2 | . | 97 | 4 | 2.0 | 0.1
CSc1cccc(NC(=O)c2cc(S(=O)(=O)N3CCCC3)cn2C)c1 | 0 | -3 | -4 | . | -2 | -2 | 102 | 12 | -2.3 | -0.1
COC(=O)c1ccsc1NC(=O)CN1CCN(c2ccc(F)cc2)CC1 | 0 | -2 | 24 | -11 | -3 | -9 | 94 | -6 | -3.2 | 0.6
COc1ccccc1-c1nc(SCC(=O)Nc2ccccc2F)n[nH]1 | -7 | -2 | 2 | 9 | 16 | -12 | 109 | -9 | -0.3 | 0.3
O=C(Cn1c(=O)n2ncnc2c2c3c(sc21)CCCC3)c1ccccc1 | -8 | 1 | 11 | 2 | -2 | -12 | 83 | -1 | 5.9 | 0.1
COc1ccc(NC2CCCN(C(=O)CN3C(=O)c4ccccc4C3=O)C2)cc1OC (centres undefined) | -3 | 16 | -6 | 1 | 4 | 5 | 94 | 0 | -0.3 | 0.3
C[C@@H]1CN([C@@H](C)CO)S(=O)(=O)c2ccc(Br)cc2O[C@H]1CN(C)C(=O)c1ccc2c(c1)OCO2 | -5 | -5 | 26 | -4 | 1 | -11 | 102 | -5 | -2.0 | -0.1
Cc1ccc(C)c(N2C(=O)CS/C2=N\NC(=O)c2ccccc2Cl)c1 | -8 | -2 | 2 | -3 | 2 | 0 | 99 | 3 | -1.3 | 0.1
O=C(NCc1ccc2c(c1)OCO2)c1cc(-c2ccncc2)nc2ccccc12 | -5 | -3 | 20 | -5 | 0 | -3 | 98 | . | 0.3 | -0.2
CC(C)NC(=O)C(=O)NCc1ccccn1 | -4 | 7 | 3 | 6 | 1 | -4 | 94 | -1 | -0.4 | 0.0
O=S(=O)(c1cccc(-c2nnc3n2CCCCC3)c1)N1CCCC1 | 5 | 0 | 1 | 2 | -1 | -3 | 92 | 2 | -0.9 | -0.1
Cc1ccc2[nH]c3c(=O)n(CC(=O)NCCc4ccc(Cl)cc4)ncc3c2c1 | -7 | -6 | 0 | -1 | -2 | -7 | 96 | -4 | -0.8 | 0.1

Profiles, looked up by structure.
Cc1ccc(C)c(N2C(=O)CS/C2=N\NC(=O)c2ccccc2Cl)c1 reads CaV13 ICDI inh: -8; Granule exo inh: -2; H9c2 protect: 2; PDI inh: -3; N-glyco inh: 2; Vif inh: 0; ABCB6 inh MLPCN: 99; m5-HT2A agonist: 3; iPSC survival up: -1.3; aDG glyco up: 0.1
O=C(NCc1ccc2c(c1)OCO2)c1cc(-c2ccncc2)nc2ccccc12 reads CaV13 ICDI inh: -5; Granule exo inh: -3; H9c2 protect: 20; PDI inh: -5; N-glyco inh: 0; Vif inh: -3; ABCB6 inh MLPCN: 98; m5-HT2A agonist: .; iPSC survival up: 0.3; aDG glyco up: -0.2

(continued)
SMILES | CaV13 ICDI inh | Granule exo inh | H9c2 protect | PDI inh | N-glyco inh | Vif inh | ABCB6 inh MLPCN | m5-HT2A agonist | iPSC survival up | aDG glyco up
COc1ccccc1C(=O)Nc1ccc(C(=O)Nc2ccccc2C(=O)O)cc1 | -4 | 0 | 9 | -2 | 1 | . | 88 | 11 | 0.5 | 0.1
CC(=O)N1CC=C2C(C#N)=C(N)C(C#N)(C#N)[C@H](c3ccoc3)[C@H]2C1 | -4 | 1 | 7 | -5 | 2 | -4 | 105 | 6 | 3.2 | 0.1
O=C(CCc1nc(-c2ccccc2)no1)Nc1cc(C(F)(F)F)ccc1Cl | -5 | 0 | 2 | -4 | 1 | -1 | 102 | -6 | 2.0 | 0.4
O=C(O)C1CCN(c2nc(-c3ccccc3)nc3c2oc2ccccc23)CC1 | . | 5 | 0 | 9 | 3 | -16 | 100 | 0 | 1.8 | -0.5
COc1ccc(-c2noc(N3CCCC(C(=O)Nc4ccccc4F)C3)n2)cc1 (centres undefined) | -7 | -4 | 1 | . | 0 | -1 | 100 | -3 | -2.1 | -0.3
CC(=O)Nc1cc(-c2ccc(C(=O)N3CCOCC3)cc2)cn2c(-c3ccc(F)c(Cl)c3)cnc12 | -10 | -3 | 23 | -6 | -7 | -4 | 97 | 1 | 1.8 | -0.1
CCOC(=O)C(c1ccccc1)C(Nc1cc(C(F)(F)F)cc(C(F)(F)F)c1)c1ccccn1 (centres undefined) | -1 | -6 | -2 | -2 | -3 | -1 | 95 | 5 | -0.1 | 0.0
CC(NC(=O)c1cccnc1Sc1ccccc1)c1ccc(S(N)(=O)=O)cc1 (centres undefined) | -5 | 21 | 0 | -11 | -1 | -1 | 93 | -5 | -0.3 | 0.0
CSc1cccc(NC(=O)/C=C/c2ccccc2)c1 | -9 | -3 | -8 | 8 | 1 | 0 | 93 | -6 | 1.9 | -0.2
CC(=O)c1ccc(-c2ccccc2OC(F)(F)F)o1 | -5 | -1 | 2 | -2 | 2 | -4 | 99 | 0 | -0.4 | -0.1
O=C(NCc1cccnc1)c1ccc(-c2ccccc2[N+](=O)[O-])o1 | -18 | -2 | -1 | 4 | 2 | -16 | 98 | -1 | 4.8 | -0.1
CNc1cncc(-c2ccc(F)cc2F)n1 | -11 | -4 | -5 | -1 | -2 | -7 | 103 | 2 | -4.5 | -0.2
COC(=O)/C(C#N)=C/c1c(N2CCN(c3ccccc3)CC2)nc2ccccn2c1=O | -5 | -3 | 18 | 18 | 2 | 1 | 99 | -3 | 0.0 | -0.1
O=S(=O)(c1ccc(Cl)cc1)N1CCN=C1SCc1ccc(Cl)c(Cl)c1 | -5 | 1 | 11 | 8 | 2 | -4 | 95 | -2 | 0.4 | 0.0
O=C(/C=C/c1cccs1)N1CCN(Cc2ccc3c(c2)OCO3)CC1 | -19 | -2 | 4 | 4 | 0 | 5 | 95 | -1 | -0.9 | -0.1
O=C(CCCN1CCOCC1)c1ccc2c(c1)OCCO2 | . | -3 | -2 | 1 | -7 | -2 | 103 | 0 | -1.3 | 0.2
O=C(COC(=O)c1ccc2ccccc2c1)Nc1ncc(C(F)(F)F)cc1Cl | -2 | 1 | 2 | -9 | 1 | -10 | 95 | 1 | 0.4 | 0.0

ABCB6 inh MLPCN, entries above that show a hit
canonical_smiles | CaV13 ICDI inh | Granule exo inh | PDI inh | N-glyco inh | Vif inh | ABCB6 inh MLPCN | m5-HT2A agonist | aDG glyco up
Cn1c(=O)c2c(ncn2CC(=O)N(Cc2ccccc2)c2ccccn2)n(C)c1=O | -5 | 0 | 6 | 1 | -5 | 71* | 4 | -0.2

Screening results from PubChem.
